# Source: PubChem
# HDAC3 inhib: human HDAC3 inhibition; O15379; 320,000 compounds, 0.15% hits; inhibition, % at 8.3 µM; recombinant HDAC3, fluorogenic peptide/trypsin coupled, fluorescence; in the data active = inhibition above about 26%, passing the limit was not always enough; inconclusive = no clear call, values can overlap the other calls
# Target sequence (O15379 whole entry, looked up): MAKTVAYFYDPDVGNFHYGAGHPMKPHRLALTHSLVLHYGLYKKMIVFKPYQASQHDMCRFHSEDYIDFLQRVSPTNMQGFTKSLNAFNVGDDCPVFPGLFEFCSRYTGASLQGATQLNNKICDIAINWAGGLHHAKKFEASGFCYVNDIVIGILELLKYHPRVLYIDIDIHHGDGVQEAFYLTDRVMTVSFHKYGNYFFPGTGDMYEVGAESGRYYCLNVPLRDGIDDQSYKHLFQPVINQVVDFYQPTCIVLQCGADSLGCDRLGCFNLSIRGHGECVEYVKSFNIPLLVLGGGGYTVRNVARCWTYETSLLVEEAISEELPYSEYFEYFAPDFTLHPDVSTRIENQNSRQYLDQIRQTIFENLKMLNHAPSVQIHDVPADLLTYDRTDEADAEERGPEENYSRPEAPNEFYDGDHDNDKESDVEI
# DYRK1A inh: Dyrk1A (rat) kinase inhibition; ADP-Glo luminescence, NFATc1 peptide; Q63470; 310,000 compounds, 0.43% hits; inhibition, % at 12.5 µM; AID 504441; in the data active = inhibition above about 50%;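 note: plate controls were vehicle with enzyme for no effect and no enzyme for full effect; many of its hits are not listed in these tables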
# GSK3 alpha inh: human GSK-3 alpha kinase inhibition. ADP-Glo luminescence, 60 min. inhibition, % at 10 µM. AID 2650. 320,000 compounds, 0.1% hits;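 in the data active = inhibition above about 50%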;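 note: GST-tagged GSK-3 alpha with peptide substrate and 25 µM ATP; 0% = DMSO neutral wells and 100% = GW8510 positive control wells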
# Target sequence (P49840 whole entry, looked up): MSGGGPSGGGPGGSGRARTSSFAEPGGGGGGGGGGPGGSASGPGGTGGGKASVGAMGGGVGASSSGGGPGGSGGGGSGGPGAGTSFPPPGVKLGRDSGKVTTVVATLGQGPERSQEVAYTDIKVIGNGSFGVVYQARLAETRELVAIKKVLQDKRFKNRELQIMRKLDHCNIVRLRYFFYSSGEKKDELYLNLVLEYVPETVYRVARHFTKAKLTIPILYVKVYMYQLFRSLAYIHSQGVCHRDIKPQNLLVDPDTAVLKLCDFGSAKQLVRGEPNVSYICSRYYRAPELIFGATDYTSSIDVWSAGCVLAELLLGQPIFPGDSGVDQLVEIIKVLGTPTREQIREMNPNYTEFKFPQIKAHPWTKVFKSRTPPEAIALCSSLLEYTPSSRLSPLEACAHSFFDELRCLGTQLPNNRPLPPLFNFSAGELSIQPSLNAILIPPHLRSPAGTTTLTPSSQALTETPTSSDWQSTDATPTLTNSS
# An asterisk follows results filed as active; ? = inconclusive.
HDAC3 inhib	DYRK1A inh	GSK3 alpha inh	smiles
14.4	-14.6	-0.1	O=C1C(Cc2ccccc2)Nc2ncnc(N3CCOCC3)c2N1Cc1ccccc1 (stereo unspecified)
1.9	-0.1	1.2	CC(Oc1ccccc1)C(=O)OCC(=O)Nc1ccc2c(c1)OCO2 (stereo unspecified)
0.4	12.8	1.2	CN(C)Cc1c(C(C)(C)O)[nH]c2ccc(C(F)(F)F)cc12
-2.9	-2.4	-0.7	O=C1NC[C@@H](c2ccccc2)OC(=O)[C@@H](Cc2ccc(F)cc2)CC/C=C/C[C@H]1CC(=O)N(CCO)Cc1ccccc1
-4.3	-4.5	-1.7	CCOC(=O)[C@H]1[C@H]2COc3ccc(Br)cc3[C@@H]2N2C(=O)N(c3ccc(F)cc3)C(=O)[C@@]12C
-1.0	-0.2	2.2	CC1CCN(C(=O)COC(=O)c2cc(Cl)c3c(c2)OCO3)CC1
0.0	0.6	0.1	O=C1CN(C(=O)COC(=O)c2ccco2)c2ccccc2N1
-0.6	11.4	-1.5	O=C(Cn1c(NCCCCl)nc2ccccc21)c1ccccc1
-2.4	1.2	1.3	COc1ccc(-c2c(C#Cc3ccsc3)c3cc(Br)ccc3n2C)cc1
-1.6	-5.3	-2.1	CCOC(=O)[C@H]1[C@H]2COc3ccc(Cl)cc3[C@@H]2N2C(=O)CN(Cc3ccc(F)cc3)C(=O)[C@@]12C
-7.4	0.4	-0.5	CCN(CC(=O)Nc1ccc(NC(C)=O)cc1)C(=O)C1(c2ccccc2)CC1
1.6	5.5	2.6	CN(C)C(CNC(=O)CSc1nc2sc3c(c2c(=O)n1C)CCCC3)c1ccccc1 (stereo unspecified)
-2.0	6.2	0.3	Cc1ccc(S(=O)(=O)N2CCN(C(=O)COC(=O)c3cc([N+](=O)[O-])ccc3NCCO)CC2)c(C)c1
-3.0	2.5	1.3	Cc1cc(C)cc(C(=O)NCC(=O)NNC(=O)CSc2ccccc2F)c1
0.6	0.4	-1.4	CCN(C(=O)COC(=O)c1ccc([N+](=O)[O-])o1)c1cccc2ccccc12
2.4	9.2	-18.3	C=CCSc1ccc(S(=O)(=O)N2CCN(C)CC2)cn1
2.7	6.1	0.9	CNS(=O)(=O)c1cccc(C(=O)OCC(=O)c2ccc3[nH]c(=O)[nH]c3c2)c1
-3.8	-1.1	-2.1	Nc1cc(C(=O)OCC(=O)NNC(=O)c2ccccc2F)ccc1Cl
1.2	-2.2	0.1	Cc1cccc(C)c1NC(=O)CN(C)C(=O)CCc1nc2sc3c(c2c(=O)[nH]1)CCCC3
2.6	-0.4	0.3	COc1ccc(C(=O)COC(=O)c2ccc3c(c2)OCO3)c(OC)c1
-6.9	7.8	-0.9	NS(=O)(=O)c1cc(C(=O)OCC(=O)N2CCc3ccccc3C2)ccc1Cl
-1.6	2.4	-0.7	CCOC(=O)[C@H]1[C@H]2COc3ccc(OC)cc3[C@H]2N2C(=O)CNC(=O)[C@@]12C
7.1	1.7	-1.7	O=C(Nc1ccccc1F)c1ccc(S(=O)(=O)N2CCCCCC2)cc1
2.1	4.9	-3.1	CC(=O)c1ccc(OCC(=O)OC(C)C(=O)NC2CCCCC2)cc1 (stereo unspecified)
0.5	3.0	0.5	COc1cc(NC(=O)COc2cccc3c2OC(C)(C)C3)cc(OC)c1OC

# Additional compounds:
HDAC3 inhib	DYRK1A inh	GSK3 alpha inh	smiles
-1.0	-3.6	-7.4	C=CC[C@H](CC(=O)OC(C)(C)C)C(=O)OC[C@@H]1CCCN1C(=O)[C@@H](CC=C)CC(=O)NCCO
-5.3	-2.8	-0.9	Cc1ccccc1-c1nc(S(=O)(=O)c2ccccc2)c(N2CCCC2)o1
0.2	0.5	-3.6	CC1CN(S(=O)(=O)c2cc(C(=O)N(C)Cc3cccs3)ccc2Cl)CC(C)O1 (stereo unspecified)
-0.3	-9.9	-2.1	O=C(O)C1(O)C[C@H](O)C(O)[C@@H](O)C1 (stereo partly specified)
0.9	3.5	-3.8	CC(=O)N1c2ccccc2C2CCCC[C@@H]21 (stereo partly specified)
-5.2	-2.1	3.3	COc1ccc(NC(=O)c2cccc(S(=O)(=O)N3CCN(c4ccccc4)CC3)c2)c(OC)c1
?	-1.9	-4.5	Cc1ccc(CNC(=O)COC(=O)c2ccc(S(=O)(=O)N3CCOCC3)cc2)cc1
-0.1	3.8	-4.8	CCOc1ccc(OCc2ccc(C(=O)Nc3cccnc3)cc2)cc1
-13.2	-2.6	-1.5	O=C(COC(=O)c1cc([N+](=O)[O-])ccc1NCCO)Nc1cccnc1Cl
1.0	-2.2	4.6	O=C(COC(=O)c1ccc(Br)c(S(=O)(=O)N2CCOCC2)c1)NCCc1ccccc1
-7.5	5.4	-1.7	CC1(C)NC(=O)N(CC(=O)N2CCN(S(=O)(=O)c3ccccc3C(F)(F)F)CC2)C1=O
1.1	-2.3	1.3	COc1cccc(-c2ncc3ccccc3c2COC(=O)c2cccs2)c1
1.5	-0.4	-6.8	Cc1cc(C(=O)CCC(=O)NCC(=O)Nc2c(C)cccc2C)c(C)s1
0.6	-5.6	-2.4	CCCCN1C(=O)C(=O)c2cc(Cl)ccc21
-6.0	1.6	-3.6	CC(Sc1n[nH]c(N)n1)C(=O)Nc1cccc2ccccc12 (stereo unspecified)
2.8	4.2	3.3	CCN(CC(=O)Nc1c(F)cccc1F)C(=O)Cn1[nH]c(=O)c2ccccc2c1=O
-0.1	21.4	-3.8	O=C(NC1CCN(Cc2ccccc2)C1)c1cc(S(=O)(=O)N2CCOCC2)ccc1Cl (stereo unspecified)
-1.5	6.5	-0.6	COc1ccc(NC(=O)Nc2ccc3c(c2)C(=O)N([C@@H](C)CO)C[C@@H](C)[C@@H](CN(C)CC2CCCCC2)O3)cc1
8.7	0.4	-2.0	CC(C)(C)OC(=O)N1CCN(C(=O)c2nc[nH]c2C(=O)N2CCN(c3ccccc3)CC2)CC1
3.5	4.3	-1.4	COc1ccc(OCCSc2ccc(S(=O)(=O)N3CCCC3)cn2)cc1
0.6	0.1	-5.6	CCc1ccc(Nc2nnc(SCC(=O)c3c(N)n(C4CC4)c(=O)[nH]c3=O)s2)cc1
1.2	-0.4	-0.5	COCCNCc1ccccc1[N+](=O)[O-]
-2.4	-8.4	-1.0	C[C@@H]1COC(=O)[C@@H](CC(=O)OC(C)(C)C)C/C=C\C[C@@H](CC(=O)N[C@@H](CO)Cc2ccccc2)C(=O)N1
5.3	-4.2	-0.8	N#CC1(NC(=O)CN2C(=O)c3ccccc3C2=O)CCCCC1
14.7	7.9	2.0	CCOC(=O)[C@@H]1[C@H]2COc3ccc(Br)cc3[C@@H]2N2C(=O)N(c3cccc(Cl)c3)C(=O)[C@@]12C

# Three entries picked at random from those above, as already listed:
HDAC3 inhib	DYRK1A inh	GSK3 alpha inh	smiles
1.1	-2.3	1.3	COc1cccc(-c2ncc3ccccc3c2COC(=O)c2cccs2)c1
2.6	-0.4	0.3	COc1ccc(C(=O)COC(=O)c2ccc3c(c2)OCO3)c(OC)c1
-1.6	-5.3	-2.1	CCOC(=O)[C@H]1[C@H]2COc3ccc(Cl)cc3[C@@H]2N2C(=O)CN(Cc3ccc(F)cc3)C(=O)[C@@]12C

# Continued:
HDAC3 inhib	DYRK1A inh	GSK3 alpha inh	smiles
2.4	6.0	-0.2	CC(C)(C)OC(=O)C[C@@H]1C/C=C\C[C@@H](CC(=O)N[C@H](CO)Cc2ccccc2)C(=O)N2CCC[C@H]2COC1=O
-7.1	4.9	-4.4	C#CCC(NC(=O)c1ccc(C(F)(F)F)cc1)C(=O)NCCC (stereo unspecified)
-2.3	-1.6	3.8	O=C(Nc1ccc(Cl)c(S(=O)(=O)N2CCOCC2)c1)c1cc(=O)[nH]c2ccccc12
5.5	9.3	2.2	CCSc1ccc([C@@H]2[C@@H]3C(=O)N(C)C(=O)[C@@H]3[C@]3(C(=O)OC)CCCCN23)cc1OC
0.9	1.4	-1.3	N#CCCN(C(=O)COC(=O)CCC(=O)c1cccs1)c1ccccc1
-0.1	1.1	-1.0	O=C(NC1CCN(Cc2ccccc2)CC1)c1cccc(S(=O)(=O)Nc2ccc(F)cc2)c1
1.4	7.1	-4.8	C[C@@H]1CN([C@@H](C)CO)C(=O)c2cccc(NS(=O)(=O)c3ccc(F)cc3)c2O[C@H]1CN(C)C(=O)NC1CCCCC1
0.6	4.2	0.1	COc1ccc(NC(=O)c2ccc(S(=O)(=O)N3CCCCC3)cc2)cc1OC
1.4	-3.0	-1.7	Cc1cccc2c(N=NC(=O)c3ccc(NS(=O)(=O)c4cccs4)cc3)c(O)[nH]c12
0.8	8.9	-0.7	O=C(COC(=O)c1ccc(F)cc1)NCC1CCCCC1
-19.3	9.0	-2.1	O=C(NCc1cccc(Cl)c1)C1=CC=CN2CCS(=O)(=O)N=C12
0.5	2.5	-0.6	CN(C(=O)c1ccc(NC(=O)Cc2cccc([N+](=O)[O-])c2)cc1)C1CCCC1
5.4	-12.9	-0.6	Cc1ccc(NC(=O)c2nc[nH]c2C(=O)NCCCNC(=O)c2[nH]cnc2C(=O)Nc2ccc(C)cc2)cc1
2.1	-5.1	-1.9	CN(C(=O)CN1C(=O)NC(c2ccccc2)(c2ccccc2)C1=O)C1CCS(=O)(=O)C1 (stereo unspecified)
2.6	-5.5	-1.5	CC(=O)c1c(C)[nH]c(C(=O)OCC(=O)NCc2ccc(Cl)cc2)c1C
-3.4	-3.9	-3.0	COC(=O)c1ccc(CNC(=O)c2ccc(S(=O)(=O)N(C)c3ccccc3OC)cc2)cc1
2.2	-1.8	-1.6	CN(Cc1ccc(CNC[C@H]2O[C@@H](n3cnc4c(N)ncnc43)[C@H](O)[C@@H]2O)o1)S(C)(=O)=O
-4.0	1.1	-1.2	C=CC[C@@H](CC(=O)NCCO)C(=O)N[C@H](C)COC(=O)[C@@H](CC=C)Cc1ccc(F)cc1
18.0	6.0	0.5	CC(C)c1ccc(C2(C)NC(=O)N(CC(=O)NC3CCCC(C)C3C)C2=O)cc1 (stereo unspecified)
-9.0	-3.3	0.2	O=C(COc1ccc(Cl)c(Cl)c1)NC1CCS(=O)(=O)C1 (stereo unspecified)
-2.0	-2.1	-0.7	O=C1CN(C(=O)CSc2ccccn2)c2ccccc2N1
-2.3	0.3	-1.9	CCOC(=O)[C@H]1[C@H]2COc3cc(OC)ccc3[C@@H]2N2C(=O)c3ccc(F)cc3NC(=O)[C@@]12C
-1.1	-4.4	-1.3	CC(=O)c1ccc(NC(=O)C(C)O/N=C(\N)c2ccccc2)cc1 (stereo unspecified)
2.3	5.1	1.2	Cc1ccc(NC(=O)COC(=O)c2cc(=O)c3ccccc3o2)cc1F
-0.8	5.3	14.6	CSc1ccc(CN(C)C(=O)C2CCN(C(=O)Nc3ccccc3)CC2)cc1

# Part of the list above in a different format.
Molecule | HDAC3 inhib | DYRK1A inh | GSK3 alpha inh
Cc1ccc(NC(=O)c2nc[nH]c2C(=O)NCCCNC(=O)c2[nH]cnc2C(=O)Nc2ccc(C)cc2)cc1 | 5.4 | -12.9 | -0.6
O=C(COc1ccc(Cl)c(Cl)c1)NC1CCS(=O)(=O)C1 (stereo unspecified) | -9.0 | -3.3 | 0.2
CCSc1ccc([C@@H]2[C@@H]3C(=O)N(C)C(=O)[C@@H]3[C@]3(C(=O)OC)CCCCN23)cc1OC | 5.5 | 9.3 | 2.2
CSc1ccc(CN(C)C(=O)C2CCN(C(=O)Nc3ccccc3)CC2)cc1 | -0.8 | 5.3 | 14.6

# Next part:
HDAC3 inhib	DYRK1A inh	GSK3 alpha inh	smiles
0.1	-5.1	-5.7	O=C(O)CCN(CC(=O)c1ccc(Cl)cc1)S(=O)(=O)c1ccc([N+](=O)[O-])cc1
7.8	60.2*	11.9	O=c1cc(-c2ccc(O)c(O)c2)oc2cc(O[C@@H]3O[C@H](CO)[C@@H](O)[C@H](O)[C@H]3O)cc(O)c12
47.0*	1.3	-6.0	C=CCC[C@H](Cc1ccc(F)cc1)C(=O)OC[C@H](Cc1c[nH]c2ccccc12)NC(=O)[C@H](CC=C)CC(=O)N(CCO)Cc1ccccc1
-1.1	12.0	-2.0	Cc1noc(C)c1NC(=O)N(C)C[C@H]1Oc2c(NS(=O)(=O)c3cccs3)cccc2C(=O)N([C@H](C)CO)C[C@@H]1C
3.9	4.1	2.8	O=C1C=C(c2cccc3c2sc2ccccc23)C[C@@H](c2ccc(F)cc2)C1
-2.2	0.6	-1.0	CCC1CCCCN1C(=O)COc1ccc(S(=O)(=O)N2CCOCC2)cc1Cl (stereo unspecified)
1.8	-4.5	0.5	COc1ccc(S(=O)(=O)Nc2ccccc2C(=O)NC2CC2)cc1NC(C)=O
-3.6	3.0	7.7	CCN(C(=O)CN1CCCCC1C)c1c(N)n(Cc2ccccc2)c(=O)[nH]c1=O (stereo unspecified)
1.0	-1.3	-1.9	O=C(CN1C(=O)NC2(CCCCCC2)C1=O)Nc1ccc([N+](=O)[O-])cc1
-0.2	-0.2	-2.3	O=C(Nc1ccc(Cl)cc1)c1nc[nH]c1C(=O)N1CCN(c2ccccc2)CC1
-3.6	-3.5	-1.7	CCN(CC(=O)Nc1c(F)cccc1F)C(=O)C1CC1
-10.8	-1.4	10.0	COc1ccc(C2=Nn3c(nnc3-c3ccccc3F)SC2)cc1OC1CCOC1 (stereo unspecified)
0.5	0.7	-1.1	COC(=O)c1ccc(NC(=O)c2cc(-c3ccncc3)nc3ccccc23)cc1
4.0	-1.0	-4.8	O=C(COC(=O)c1cnccn1)Nc1cccc(F)c1
-2.3	2.7	3.4	C#CCOCCOCCOCCNc1nc(N2CCN(C(=O)CCCCCCCCCCNC(=O)[C@H](CCCCN)n3cc(C[C@@H](C)CC)nn3)CC2)nc(N2CCN(C(=O)CCCCCCCCCCNC(=O)[C@@H]([C@H](C)O)n3cc(C)nn3)CC2)n1
2.2	-1.3	-13.0	Cc1ccccc1Nc1nc(N)nc(COC(=O)c2ccc([N+](=O)[O-])o2)n1

# These rows are one share of the data; rates above refer to the full screens.
